Source: PubChem BioAssay
Casp6 inh – human caspase-6 inhibitors, primary screen, biochemical, VEID-R110 fluorescence, single point, set 2; inhibition, % at 12.5 µM; purified caspase-6, Z-VEID-R110 cleavage fluorescence; P55212; actives 0.53% (n = 350,000);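 active means mean inhibition across replicates at least about 35%, with every replicate also reaching that limit, limit read from the data; inconclusive means only one of the two criteria met; inactive means neither criterion met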;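 further: 0% = median of neutral control wells and 100% = no fluorescence left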
Target sequence (P55212 24-179 limits assumed): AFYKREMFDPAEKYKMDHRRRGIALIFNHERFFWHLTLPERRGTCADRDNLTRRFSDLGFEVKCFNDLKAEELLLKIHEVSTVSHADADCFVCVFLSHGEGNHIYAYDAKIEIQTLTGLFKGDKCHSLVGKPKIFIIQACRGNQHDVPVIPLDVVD
Target sequence (P55212 194-293 limits assumed): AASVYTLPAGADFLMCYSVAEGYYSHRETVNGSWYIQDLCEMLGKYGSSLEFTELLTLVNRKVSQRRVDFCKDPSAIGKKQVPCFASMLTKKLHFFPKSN
LGR2 antag – inhibitors of bursicon-induced LGR2 CRE-luciferase signal, primary screen, cell-based, HEK293, CRE-luciferase reporter, bursicon stimulation. Drosophila bursicon receptor LGR2 (rickets). bursicon-stimulated, 4 h. inhibition, % at 9.99 µM. actives 0.35% (n = 380,000);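 active means drop in luminescence signal, shown as inhibition above about 50% in the replicate tests, limit read from the data, passing the limit was not always enough; inconclusive means probably only some replicates passing the limit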;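 further: agonist challenge used bursicon conditioned medium at about half maximal strength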
SIRT5 block – SIRT5 desuccinylase inhibitors, primary screen, biochemical, fluorescence imaging, single point, set 5; NAD-dependent protein deacylase sirtuin-5, mitochondrial (Homo sapiens), Q9NXA8; Purified SirT5, succinyl-peptide AMC, trypsin-coupled fluorescence; inhibition, % at 15 µM; actives 1.1% (n = 330,000); AID 652115, 2013; in the data active means inhibition above about 15%; inconclusive means no clear call, values can overlap the other calls
Target sequence (Q9NXA8 whole entry, looked up): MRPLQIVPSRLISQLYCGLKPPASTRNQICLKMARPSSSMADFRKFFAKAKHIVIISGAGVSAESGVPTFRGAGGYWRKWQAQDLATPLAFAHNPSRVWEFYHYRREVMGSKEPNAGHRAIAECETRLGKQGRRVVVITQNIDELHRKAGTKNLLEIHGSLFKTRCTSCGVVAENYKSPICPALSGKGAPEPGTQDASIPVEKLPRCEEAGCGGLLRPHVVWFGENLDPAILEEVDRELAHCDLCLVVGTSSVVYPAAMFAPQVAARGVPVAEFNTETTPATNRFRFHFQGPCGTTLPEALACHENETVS
C2C12 statin – suppressors of statin myotoxicity in C2C12 myotubes, primary screen, cell-based, single point, plate reader; C2C12 myotubes + simvastatin, ATP luminescence, 48 h; scaled: DMSO 0, geranylgeraniol control 100; rescue of ATP level, % at 7.49 µM; actives 0.78% (n = 330,000);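 active means mean ATP rescue above about 67%, or every replicate alone reaching that limit, limit read from the data, passing the limit was not always enough; inconclusive means no clear call, values can overlap the other calls; inactive means mean under the limit and some replicate under it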;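 further: myotubes were challenged with 10 µM simvastatin during compound exposure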
esBAF inh – Bmi1 luciferase reporter increase in mESCs, primary screen, esBAF inhibitor project, mouse ES cells, Bmi1 luciferase knock-in, single point; actives 2% (n = 350,000); 24 h; 100% = twice the neutral-well signal; reporter increase, % at 12.5 µM; AID 602393, 2012; in the data active means activation above about 40%; inconclusive means no clear call, values can overlap the other calls;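 further: 0% = median of the plate's neutral control wells and 100% = double that signal; a rise in the Bmi1 reporter signal indicates esBAF inhibition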
S100A4 MyoIIA – inhibitors of S100A4-myosin IIA peptide binding, primary screen, biochemical, fluorescence polarization, TAMRA-MyoIIA peptide; Protein S100-A4 (Homo sapiens), P26447; inhibition, % at 10.7 µM; actives 0.14% (n = 360,000); AID 652163, 2013;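 active means mean inhibition of at least 70% across replicates, with every replicate also reaching that level; inconclusive means mean inhibition reaches 70% but some replicates fall short; inactive means mean inhibition below 70%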
Target sequence (P26447 whole entry, looked up): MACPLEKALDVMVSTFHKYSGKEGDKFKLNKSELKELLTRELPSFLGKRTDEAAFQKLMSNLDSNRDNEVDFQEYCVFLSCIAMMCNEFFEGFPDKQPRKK
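System – human S100A4 monomer protein, biochemical binding assay · Buffer or medium – Calcium-containing HEPES buffer, pH 7.2 · Timing – 5 min between mix addition and reading · Also added – TAMRA-labelled myosin IIA heavy-chain peptide probe, 5 nM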
FN deposit inh – inhibitors of fibronectin matrix deposition, primary screen, AH1F cells, Alexa488-fibronectin fluorescence, plate reader | AH1F fibroblasts, overnight | inhibition, % at 12.6 µM | actives 0.086% (n = 350,000);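 active means mean inhibition across replicates of 30% or more, regardless of how many single replicates reach that level; inconclusive means mean under 30% yet at least half of replicates reach 30%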;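 further: positive control wells lacked labelled fibronectin entirely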
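test system = AH1F fibroblasts assembling fluorescent fibronectin matrix | quantity = 10000 AH1F cells per well | buffer or medium = DMEM plus 2% serum, read in PBS | doses = single dose, pinned | incubation = 1 h cell attachment, overnight exposure to compound and label | detection = fluorescence at 485 nm excitation, 525 nm emission | read-out basis = inhibition from reduced deposited-fibronectin fluorescence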
An asterisk follows results filed as active; & = joins results of further samples.

`COc1ccc(C#Cc2ccc([C@H]3[C@@H](CO)N4CCCCN(C(=O)Cc5ccncc5)C[C@H]34)cc2)cc1` gave Casp6 inh 0, LGR2 antag -20, SIRT5 block 0 and S100A4 MyoIIA -13.
Screening Cn1cccc1C1CCCN1CC(=O)Nc1ccc(C#N)c(Cl)c1 (stereo not given) returned Casp6 inh 2, LGR2 antag -6, SIRT5 block 5, C2C12 statin 2, S100A4 MyoIIA -5 and FN deposit inh -2.
For COc1ccccc1-n1c(Cc2ccccc2)nc2ccccc2c1=O the results were Casp6 inh 3, LGR2 antag 35, SIRT5 block -14, C2C12 statin 9, esBAF inh -3, S100A4 MyoIIA -2 and FN deposit inh -13.
Screening C[C@@H]1CN([C@H](C)CO)C(=O)CCCn2nncc2CO[C@H]1CN(C)C(=O)Oc1cccc2ccccc12 returned Casp6 inh 20&-1, LGR2 antag -20&-2, SIRT5 block 2&6, C2C12 statin 7&26&12, esBAF inh 2&0&2, S100A4 MyoIIA -1&1 and FN deposit inh 0&6.
COc1ccc(OCC(=O)N2CCN(C3CCC(c4ccccc4)CC3)CC2)cc1 (stereo not given) was read as Casp6 inh -2, LGR2 antag -8, SIRT5 block 3, C2C12 statin 28, esBAF inh 6, S100A4 MyoIIA 3 and FN deposit inh -9.
Brc1ccc2c(c1)CNCc1cnnn1-2 was read as Casp6 inh -1, LGR2 antag -9, SIRT5 block 0, S100A4 MyoIIA 21 and FN deposit inh 3.
Screening C[N+]1(C)[C@@H]2CC[C@H]1CC(OC(=O)C(c1ccccc1)c1ccccc1)C2 (stereo not given in full) returned Casp6 inh -6, LGR2 antag 0, SIRT5 block -6, C2C12 statin -2, esBAF inh 0, S100A4 MyoIIA -4 and FN deposit inh -3.
N/C(=N\[N+](=O)[O-])NCCCC(NC(=O)CNC(=O)c1ccccc1)C(=O)O (stereo not given) was read as Casp6 inh 5, LGR2 antag 4, SIRT5 block 1, S100A4 MyoIIA -1 and FN deposit inh -17.
For Cc1ccc(C2CC3CCC(C2)N3Cc2ccccc2F)cc1 (stereo not given) the results were Casp6 inh 0, LGR2 antag 0, SIRT5 block 0, C2C12 statin 13, esBAF inh -6, S100A4 MyoIIA -27 and FN deposit inh -1.
Screening O=C1NC(=O)C(CCc2ccncc2)(CCc2ccncc2)C(=O)N1Cc1ccccc1 returned Casp6 inh 1, LGR2 antag 3, SIRT5 block 3, S100A4 MyoIIA 3 and FN deposit inh -13.
Screening Cc1ccc2c(c1)N(C(=O)CCC(=O)N1CCC3(CC1)OCCO3)CCO2 returned Casp6 inh 1, LGR2 antag -13, SIRT5 block -2, C2C12 statin 6, esBAF inh -5, S100A4 MyoIIA -2 and FN deposit inh 0.
Screening CCCCn1c(O)c(C(=O)/C=C/c2ccc3c(c2)OCO3)c(=O)[nH]c1=O returned Casp6 inh 2, LGR2 antag 1, SIRT5 block 0, S100A4 MyoIIA -5 and FN deposit inh 6.
Screening O=C(N/N=C/c1c(O)n(Cc2ccccc2)c(=O)[nH]c1=O)c1ccccc1O returned LGR2 antag 11, C2C12 statin 10, esBAF inh 25 and FN deposit inh 1.
COc1ccc2c(c1)C(c1ccc(N(CCCl)CCCl)cc1)=NCC2 was read as Casp6 inh 0, LGR2 antag -12, SIRT5 block 0, C2C12 statin -5, esBAF inh -16, S100A4 MyoIIA -1 and FN deposit inh 0.
Screening COC(=O)C[C@@H]1CC[C@@H]2NC[C@H](O)COC[C@H]2O1 returned LGR2 antag 13, C2C12 statin 4, esBAF inh -3 and FN deposit inh 1.
Screening O=C(Cc1ccncc1)N1CCCCN2[C@H](CO)[C@@H](c3ccc(C#Cc4ccccc4F)cc3)[C@@H]2C1 returned Casp6 inh 2, LGR2 antag 11, SIRT5 block 0, C2C12 statin -12, esBAF inh 13, S100A4 MyoIIA -52 and FN deposit inh 11.
C=Cn1ccnc1P(=S)(c1nccn1C=C)c1nccn1C=C was read as C2C12 statin -5, esBAF inh -3 and FN deposit inh 8.
Screening O=C(Cc1cccnc1)N1CCCCN2[C@H](CO)[C@H](c3ccc(C#CC4CC4)cc3)[C@H]2C1 returned Casp6 inh -1, SIRT5 block 1 and S100A4 MyoIIA -1.
`C(=NC1CCCCC1)c1c[nH]c2ccccc12` gave Casp6 inh -2, LGR2 antag 2, SIRT5 block -1, C2C12 statin -1, esBAF inh -2, S100A4 MyoIIA 2 and FN deposit inh -5.
Screening CCCOP(=O)(O)c1c([N+](=O)[O-])cc(C(F)(F)F)cc1[N+](=O)[O-] (tested in a mixture with another compound) returned Casp6 inh 0, LGR2 antag -22, SIRT5 block 0, C2C12 statin 4, esBAF inh 6 and S100A4 MyoIIA 5.

Structural class: those above with an aryl methoxy group (4)
`COc1ccc(C#Cc2ccc([C@H]3[C@@H](CO)N4CCCCN(C(=O)Cc5ccncc5)C[C@H]34)cc2)cc1` gave Casp6 inh 0, LGR2 antag -20, SIRT5 block 0 and S100A4 MyoIIA -13.
For COc1ccccc1-n1c(Cc2ccccc2)nc2ccccc2c1=O the results were Casp6 inh 3, LGR2 antag 35, SIRT5 block -14, C2C12 statin 9, esBAF inh -3, S100A4 MyoIIA -2 and FN deposit inh -13.
COc1ccc(OCC(=O)N2CCN(C3CCC(c4ccccc4)CC3)CC2)cc1 (stereo not given) was read as Casp6 inh -2, LGR2 antag -8, SIRT5 block 3, C2C12 statin 28, esBAF inh 6, S100A4 MyoIIA 3 and FN deposit inh -9.
COc1ccc2c(c1)C(c1ccc(N(CCCl)CCCl)cc1)=NCC2 was read as Casp6 inh 0, LGR2 antag -12, SIRT5 block 0, C2C12 statin -5, esBAF inh -16, S100A4 MyoIIA -1 and FN deposit inh 0.

New compounds follow:
Screening O=c1c2ccccc2nc(-c2ccccc2F)n1-c1ccccc1 returned Casp6 inh 0, LGR2 antag 1, SIRT5 block -3, C2C12 statin -5, esBAF inh -5, S100A4 MyoIIA 3 and FN deposit inh 1.
CCOC(=O)C1(c2ccccc2)CCN(CCC(=O)Nc2ccc(OC)cc2)CC1 was read as Casp6 inh 2, LGR2 antag -11, C2C12 statin -9, esBAF inh -3, S100A4 MyoIIA -2 and FN deposit inh 8.
CCOc1ccc(N=C2SCCCN2C)cc1 was read as C2C12 statin -2, esBAF inh 3 and FN deposit inh -6.
For CC(C)CCn1c(=O)c(C(=O)Nc2ccccc2S(N)(=O)=O)c(O)c2ccccc21 the results were C2C12 statin 7, esBAF inh 17 and FN deposit inh -9.
For CC12Cc3cn[nH]c3C=C1CCC1C2CCC2(C)C1CCC2(C)O (stereo not given) the results were Casp6 inh -6, LGR2 antag 1, SIRT5 block 35*, C2C12 statin -2, esBAF inh 4, S100A4 MyoIIA -2 and FN deposit inh -3.
For CCC(=O)c1ccc(OC)c(OC)c1 the results were Casp6 inh 0, LGR2 antag 22, C2C12 statin -2, esBAF inh -14 and S100A4 MyoIIA 0.
Screening C/C=C(\C)C(=O)N[C@@H](c1ccccc1)[C@@H](O)C(=O)O[C@H]1C[C@@]2(O)[C@@H](OC(=O)c3ccccc3)C3[C@](C)(C(=O)[C@H](OC(C)=O)C(=C1C)C2(C)C)[C@@H](O)C[C@H]1OC[C@@]31OC(C)=O (stereo not given in full) returned Casp6 inh 1, C2C12 statin -3, esBAF inh -10 and S100A4 MyoIIA -2.
Screening Cc1ccsc1C(=O)C1CCCN(Cc2c(C)nn(C(C)C)c2C)C1 (stereo not given) returned Casp6 inh -2, LGR2 antag 22, SIRT5 block -2, C2C12 statin 3, esBAF inh -2, S100A4 MyoIIA 2 and FN deposit inh 2.
N#Cc1cccc(-c2ccc([C@@H]3[C@@H](CO)N4CCCCN(C(=O)Cc5cccnc5)C[C@@H]34)cc2)c1 was read as Casp6 inh 2, LGR2 antag -5, SIRT5 block 1, C2C12 statin -44, esBAF inh 4 and S100A4 MyoIIA -1.
COc1cc(C)cc2oc(=O)c(CC(=O)N3C[C@H]4C[C@@H](C3)c3cccc(=O)n3C4)c(C)c12 was read as Casp6 inh -1, LGR2 antag 3, SIRT5 block -19, C2C12 statin 13, esBAF inh 1 and S100A4 MyoIIA 4.
Cc1ccc(-n2c(CNCc3ccc(F)cc3)nc3ccccc3c2=O)cc1 was read as Casp6 inh 0, LGR2 antag -2, SIRT5 block 0, C2C12 statin 14, esBAF inh 3, S100A4 MyoIIA -4 and FN deposit inh -8.
Screening O=C1NC(c2cccnc2)Nc2sc3c(c21)CCCC3 (stereo not given) returned C2C12 statin 13, esBAF inh inconclusive and FN deposit inh 0.
Screening O=C(NCCCN1CC1)Nc1cccc2ccccc12 returned Casp6 inh -2, LGR2 antag 9 and S100A4 MyoIIA 7.
Screening CC1CC(C)(O)CC(C(O)CC2CC(=O)NC(=O)C2)C1=O (stereo not given) returned Casp6 inh -2, LGR2 antag 102*, S100A4 MyoIIA 10 and FN deposit inh 10.
`CC1([N+](=O)[O-])COP(=O)(NC2CCCC2)OC1` (stereo not given) gave Casp6 inh -1, LGR2 antag 6, SIRT5 block -2, S100A4 MyoIIA -1 and FN deposit inh -1.
For Cc1ccc(C(O)P(=O)(Oc2ccccc2)Oc2ccccc2)cc1 (stereo not given) the results were Casp6 inh 2, LGR2 antag -10, C2C12 statin 4, esBAF inh -7, S100A4 MyoIIA 13 and FN deposit inh 6.
Screening CC(C)NC(C)C(=O)c1ccc2ccccc2c1 (stereo not given) returned Casp6 inh 0, LGR2 antag -12, SIRT5 block -5, esBAF inh 0, S100A4 MyoIIA -11 and FN deposit inh -6.
Screening CCC(C)N1C(=O)/C(=C\c2cc3c4c(c2)CCCN4CCC3)C(=O)NC1=S (stereo not given) returned Casp6 inh 3, SIRT5 block -3, C2C12 statin 4, esBAF inh -11, S100A4 MyoIIA -20 and FN deposit inh -12.
CCc1ccccc1NC(=O)N1C[C@H]2C[C@@H](C1)c1cccc(=O)n1C2 was read as Casp6 inh -1, LGR2 antag 16, C2C12 statin -8, esBAF inh 0 and S100A4 MyoIIA 4.
Cc1ccc2c(c1)N(C(C)C(=O)N1CCC3(CC1)OCCO3)C(=O)CO2 (stereo not given) was read as Casp6 inh -4, LGR2 antag -4, SIRT5 block -8, C2C12 statin 36, esBAF inh -4, S100A4 MyoIIA 6 and FN deposit inh 3.
NNC(=O)c1nc[nH]c1C(=O)Nc1ccc(Cl)cc1C(=O)c1ccccc1 was read as Casp6 inh -2, LGR2 antag -3, SIRT5 block 4, C2C12 statin 5, esBAF inh -4, S100A4 MyoIIA -1 and FN deposit inh -5.
N#Cc1ccc(/C=C/C(=O)O)cc1 was read as Casp6 inh -3, LGR2 antag 4, S100A4 MyoIIA -1 and FN deposit inh -7.
COc1ccc(C(c2ccc(OC)cc2)C(Cl)(Cl)Cl)cc1 was read as Casp6 inh -6, LGR2 antag -2, C2C12 statin -15, esBAF inh 10 and S100A4 MyoIIA -8.
Screening C=C1C(=O)O[C@H]2[C@H]1[C@H](OC(=O)CC(=O)O[C@@H]1C[C@@H](C)[C@@H]3C=CC(=O)[C@@]3(C)[C@H]3OC(=O)C(=C)[C@H]13)C[C@@H](C)[C@H]1C=CC(=O)[C@]12C returned Casp6 inh 9, LGR2 antag -7, C2C12 statin -24, esBAF inh -16, S100A4 MyoIIA 3 and FN deposit inh -12.

An excerpt; rates above refer to the full screens.
